# Screening results deposited in PubChem by NCI.
# All columns: NCI-60 one-dose screen, growth in % after 48 h at 10 µM unless noted; 100 = growth as untreated, 0 = no growth, -100 = all killed.
# NCI-H522 – NCI-H522 lung cancer | 8% of 78,000 active | AID 1794739
# NCI-H460 – NCI-H460 lung cancer; 6.8% of 82,000 active
# NCI/ADR-RES – NCI/ADR-RES ovarian cells. 4.4% of 81,000 active. AID 1794790
# HCT-15 – HCT-15 colon cancer | 5.2% of 82,000 active | AID 1794746
# HT29 – HT29 colon cancer; AID 1794748; 7.4% of 81,000 active
# COLO 205 – COLO 205 colon cancer. AID 1794742. 7.3% of 79,000 active
# NCI-H322M – NCI-H322M lung cancer; AID 1794733; 2.7% of 80,000 active
# HCT-116 – HCT-116 colon cancer; 7.3% of 82,000 active; AID 1794798
# NCI-H226 – NCI-H226 lung cancer; 3.5% of 79,000 active; AID 1794732
# * hit, by the source's call; · = not tested or not shown. Rule for the calls: active = growth percent below 10; inactive = the rest.
structure	NCI-H522	NCI-H460	NCI/ADR-RES	HCT-15	HT29	COLO 205	NCI-H322M	HCT-116	NCI-H226
CN(C)C(C#N)C(=O)c1ccccc1 (stereo not drawn)	87	113	100	110	94	107	·	97	109
Cc1cc(C)cc(OCCCN(C)C(=O)c2ccc(C#CC(C)(C)O)o2)c1	90	108	90	94	112	106	97	93	100
CCCCCCC(C)c1ccccc1O (stereo not drawn) (tested in a mixture with another compound)	105	101	99	105	113	108	117	111	109
CC(CCO)CC(C)(C)C (stereo not drawn)	89	105	100	100	102	99	85	103	115
CN1C(=O)N(C)C2Nn3c(s/c(=C\c4ccc(C(F)(F)F)cc4)c3=O)=NC21 (stereo not drawn)	93	107	100	94	109	118	101	107	96
O=C(COc1ccc(Cl)cc1Cl)OCCOc1cc(Cl)c(Cl)cc1Cl	87	102	98	110	93	111	83	96	79
CC1(C)CCC(=S)N1	103	105	105	101	111	119	93	109	105
NC(N)=N/N=C/c1ccccc1C(=O)O	88	105	104	106	101	113	108	110	105
Oc1[nH]c2ccc(Cl)cc2c1/C=c1/ccc2c(c1)N=C(c1cc(F)cc(F)c1)N=2	34	64	54	46	23	77	93	52	86
O=C(Nc1ccc(Nc2ncnc3sc4c(c23)CCCC4)cc1)Nc1c(Cl)cccc1Cl	95	110	90	98	95	103	92	97	87
COc1ccc(OC)c(/C=C/[C@H]2O[C@@H](C)[C@H](O)[C@@H]2O)c1	92	106	108	103	104	111	97	101	96
O=C(Nc1cccc(-n2cc(-c3ccncc3)c(-c3ccc(O)c(Cl)c3)n2)c1)Nc1ccc(Cl)c(C(F)(F)F)c1	-7.9*	3.2*	11	17	22	·	-18*	-8.6*	20
Oc1ccc(-c2nnc(Cn3cnnc3)o2)cc1	94	107	87	109	101	·	88	79	92
Cc1nc2ccccc2c(/C=C/c2ccc(Cl)cc2)c1C(=O)/C=C/c1ccc(Cl)cc1	-15*	-76*	-15*	-31*	3.8*	-24*	5.3*	·	-41*
C#Cc1nc(C2=C(C)C(=O)/C(=N/OC(C)=O)C2)cs1	83	98	1.6*	88	115	119	101	78	107
COC(=O)C1=C(C(C)=O)C(c2ccccc2)C(C#N)=C(N)O1 (stereo not drawn)	·	111	111	99	·	114	·	101	111
CCCN(CCC)C(=O)c1ccccc1OCC	92	102	110	114	95	109	97	109	103
CCN1CCN(C(=O)[C@@]2(C)CC[C@]3(C)CC[C@]4(C)C(=CC(=O)[C@@H]5[C@@]6(C)CC[C@H](OCCC#N)C(C)(C)[C@@H]6CC[C@]54C)[C@@H]3C2)CC1	95	100	93	69	43	96	106	81	90
O=[N+]([O-])c1ccccc1CN1CCCCC1	110	116	104	107	113	111	106	106	112
Fc1ccc(-c2cc(-c3cccs3)cc(-c3ccccc3)n2)cc1	102	99	105	97	95	129	110	102	120
N/C(=N\C(N)=N\c1nc2ccccc2s1)c1cccs1	·	102	99	103	117	112	96	98	80
CC1=CC(=O)[C@]2(OC3O[C@@H](C)[C@H](O)[C@@H](O)[C@H]3O)C=CO[C@@H](O[C@@H]3O[C@H](CO)[C@@H](O)[C@H](O)[C@H]3O)[C@H]12 (stereo partly drawn)	88	110	108	105	100	106	101	102	103
CC1(CO)COC(c2ccc(Cl)cc2)N1 (stereo not drawn)	97	106	103	99	105	98	96	105	104
O=c1cc[nH]c2c(Cl)c3nnn(OCc4ccccc4)c3cc12	86	100	97	101	103	112	145	91	98

# Pulled one by one from above, two records:
structure	NCI-H522	NCI-H460	NCI/ADR-RES	HCT-15	HT29	COLO 205	NCI-H322M	HCT-116	NCI-H226
Oc1ccc(-c2nnc(Cn3cnnc3)o2)cc1	94	107	87	109	101	·	88	79	92
CCCN(CCC)C(=O)c1ccccc1OCC	92	102	110	114	95	109	97	109	103

# The results go on.
structure	NCI-H522	NCI-H460	NCI/ADR-RES	HCT-15	HT29	COLO 205	NCI-H322M	HCT-116	NCI-H226
CCn1c(SCC(=O)Nc2nc3ccc(F)cc3s2)nnc1-c1cccnc1Nc1cc(OC)c(OC)c(OC)c1	132	107	101	101	119	119	94	100	109
O=C1c2ccccc2-c2nccc3cc(Cl)nc1c23	-76*	40	69	18	14	55	96	-91*	48
COC(=O)N1CCc2cc(O)c(OC)cc2C1(C)Cc1ccccc1 (stereo not drawn)	97	110	105	97	109	125	97	103	101
COc1ccc(-c2cc(-c3ccccc3)nn(CC(=O)NCCc3ccc(OC)c(OC)c3)c2=O)cc1	76	110	98	91	105	115	100	95	100
Nc1ncnc2ocnc12	93	105	107	107	95	109	105	104	97
C/C=C/C=C(\CC)C(=O)OCC	·	106	99	96	103	96	99	107	106
COc1cc2nc(-c3ccc(Cl)cc3)cc(OCCN3CCCC3)c2cc1OC	93	89	85	82	79	85	93	76	82
CN1CCN(CN2N=C3c4ccsc4CCCC3CC2=O)CC1 (stereo not drawn)	105	105	99	113	107	112	120	96	97
O=[N+]([O-])/C=C/c1ccco1	90	103	104	113	101	104	123	110	102
COc1ccc(C2OCC(C)(C)CO2)cc1OC	117	108	108	106	109	113	151	109	·
O=C1c2ccccc2C(=O)N1CC#CCN1C(=O)c2ccccc2C1=O	92	98	97	105	89	115	95	98	87
COc1cc2oc(-c3cccc(C(=O)Nc4ccc(Cl)cc4)c3)cc(=O)c2c(OCCNC(=O)CN)c1OC	75	72	102	103	99	79	81	77	95

# One compound at a time (already shown).
# CN1CCN(CN2N=C3c4ccsc4CCCC3CC2=O)CC1 (stereo not drawn) across the screens: NCI-H522: 105; NCI-H460: 105; NCI/ADR-RES: 99; HCT-15: 113; HT29: 107; COLO 205: 112; NCI-H322M: 120; HCT-116: 96; NCI-H226: 97
# COc1ccc(C2OCC(C)(C)CO2)cc1OC across the screens: NCI-H522: 117; NCI-H460: 108; NCI/ADR-RES: 108; HCT-15: 106; HT29: 109; COLO 205: 113; NCI-H322M: 151; HCT-116: 109; NCI-H226: ·

# Continuation.
structure	NCI-H522	NCI-H460	NCI/ADR-RES	HCT-15	HT29	COLO 205	NCI-H322M	HCT-116	NCI-H226
CCCCCN(CCCCC)CCCCCCCCN1CCCc2ccccc21	35	96	92	90	26	89	90	65	98
Cc1ccc2c(c1)C(=O)/C(=C/c1cccc(F)c1)S2	93	105	109	100	104	112	98	105	88
COc1cc(/C=C/C(=O)c2ccc(Cl)cc2)ccc1Oc1nc2c(c(=O)n(C)c(=O)n2C)n1C	89	102	80	94	92	129	110	63	98
CCCCC(CC)C(O)CC(C)=O (stereo not drawn)	102	109	95	112	108	107	106	92	94
COC(=O)CC[C@@H]1O[C@@H](c2ccc(F)cc2)[C@@H](I)[C@H]1O	108	102	107	108	109	104	101	101	100
CC(C)(C)CC(C)(C)c1ccc(OCCOCC[N+](C)(C)Cc2ccccc2)cc1	-45*	1.3*	112	95	-51*	-87*	48	-28*	32
CCOC(=O)c1c(NC(C)=O)sc2c1CCN(C(=O)OC(C)(C)C)C2	87	101	90	97	96	107	80	99	86
CC(c1ccccc1)(c1ccccc1)C(O)c1ccccc1 (stereo not drawn)	81	99	105	88	81	97	90	78	78
Nc1nc(Sc2ccccc2)c2c(n1)C(=O)NCC2	·	89	91	94	82	93	124	82	97
Nc1cc(OCc2ccccc2)ccc1OCc1ccccc1	100	106	104	107	119	117	115	98	105
N#Cc1c(-c2ccccc2)c2c(N)nn(-c3ccccc3)c2oc1=O	97	103	105	104	103	104	98	106	95
Cc1ccc(S(=O)(=O)OCCC#N)cc1	102	109	105	109	107	105	107	106	102
Cc1ccnc(NS(=O)(=O)c2ccc(N=Nc3c(N)[nH]c(=S)[nH]c3=O)cc2)n1	95	106	110	97	118	116	·	105	100
CCOc1ccc(/C=N/NS(=O)(=O)c2ccc(C)cc2)cc1	59	59	85	28	36	93	99	59	93
O=C(CCCn1c(O)c(/C=C2\C=Nc3ccccc32)sc1=S)NCCc1ccc(O)cc1	94	100	95	94	119	114	98	113	88
Clc1ccc(-c2csc(NCC3CCCO3)n2)cc1 (stereo not drawn)	87	99	96	94	98	110	104	97	·
CCOC(=O)c1c(C)nc2c(c1N)CC(=O)N2Cc1ccccc1	73	104	91	94	82	105	105	82	96
CC(=O)OC1C(OC(C)=O)C2C(C)CC3OC(=O)C(C)C3CC2(C)C1OC(C)=O (stereo not drawn)	92	104	110	96	102	119	99	103	105
Cc1c2c(c(C)c3c1oc1ccc(O)cc13)C(=O)N(CCO)C2=O	83	91	92	81	107	95	97	89	97
Cn1cc(-c2csc(-c3cn(C(=O)OC(C)(C)C)c4ccccc34)n2)c2ccnc(Cl)c21	50	22	60	39	35	40	85	30	46
Cc1cc(N(CCCNc2ccnc3cc(Cl)ccc23)Cc2ccco2)nc(Cl)n1	60	57	46	48	22	24	77	28	68
Clc1nc(Nc2ccccc2)nc(Nc2ccccc2)n1	84	109	95	100	116	108	96	93	91
Clc1ccc(-c2onc3ccc(C4Oc5ccccc5C5CC(c6ccccc6)=NN54)cc23)cc1 (stereo not drawn)	96	104	108	107	110	112	106	108	98
CCCn1cc(-c2nc(Nc3ccc(C(=O)NCCCCNc4cccc5c4C(=O)N(C4CCC(=O)NC4=O)C5=O)cc3)nc3[nH]ccc23)cn1 (stereo not drawn)	27	107	96	40	28	-10*	7.6*	72	21
COc1ccccc1-n1cc(Cn2c(=O)oc3cccnc32)nn1	52	104	98	101	77	97	90	93	96
C=Cc1cnc(Nc2ccc(OC)cc2)nc1NCCCNC(=O)C1CCC1	48	34	53	36	8.0*	45	69	21	47
COc1ccc(C2C=Nn3c(nnc3-c3ccc(N)cc3)S2)cc1 (stereo not drawn)	85	101	100	99	107	102	91	93	84
CC1(C)OC(=O)C(=Cc2cccc(F)c2)C(=O)O1	87	105	107	104	104	111	104	102	99
Cc1[nH]c(C2CC(c3cccs3)=NN2c2ccc(Cl)cc2)c(C)c1C(=O)O (stereo not drawn)	96	102	107	92	105	130	102	97	99
C=C1C(=O)O[C@H]2[C@H]1CC/C(CNC(=O)/C=C/c1cccc(OC)c1)=C\CC[C@@]1(C)O[C@@H]21	-69*	76	83	-45*	-37*	-56*	73	-62*	74
Cc1ccc(S(=O)(=O)NC(=O)n2ccc3c(N(C)C)ccnc32)cc1	88	117	105	114	98	108	88	102	98
COc1cc(C2=Nc3c(N)nc(N)nc3NC(c3cccc(Nc4ccnc5cc(C(F)(F)F)ccc45)c3)C2)cc(OC)c1OC (stereo not drawn)	97	73	95	58	45	70	87	49	89
O=C(O)CCNC(=O)c1nc(-c2ccccc2)n(-c2ccc(Cl)cc2)n1	94	105	106	105	87	100	·	94	103
CC(=O)c1ccc(NC(=O)CSc2nc3[nH]c(=O)n(C)c(=O)c3[nH]2)cc1	95	109	104	97	101	94	99	104	·

# Part of the list above, reformatted:
# Sequence of screens – NCI-H522, NCI-H460, NCI/ADR-RES, HCT-15, HT29, COLO 205, NCI-H322M, HCT-116, NCI-H226
CN(C)C(C#N)C(=O)c1ccccc1 (stereo not drawn)
  87, 113, 100, 110, 94, 107, ·, 97, 109
Cc1cc(C)cc(OCCCN(C)C(=O)c2ccc(C#CC(C)(C)O)o2)c1
  90, 108, 90, 94, 112, 106, 97, 93, 100
